TDP2 absorb: blocks human TDP2 phosphodiesterase activity | inhibition, % at 12.8 µM | recombinant TDP2, T5PNP hydrolysis, p-nitrophenol absorbance 415 nm | O95551 | 0.34% of 370,000 active;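 active means inhibition above the mean of all tested compounds plus 3 SD, set per campaign, cut at about 25% in these data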;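 further: 0% = DMSO with enzyme and 100% = buffer with substrate but no TDP2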
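test system = human TDP2 enzyme | input = TDP2 enzyme at 120 nM final | medium = 50 mM Tris-HCl pH 7.5 with Mg2+, KCl, DTT, BSA | also added = T5PNP substrate, 5 mM | times = 2 h at 37 °C | technique = epi absorbance | benchmarks = high control without enzyme, low control DMSO plus TDP2 | replication = each compound tested once, singlicate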
ABHD4 inh: ABHD4 (mouse) inhibition, primary FP screen; Q8VD66; purified mABHD4, FP-Rh probe fluorescence polarization; inhibition, % at 8.92 µM; 0.54% of 370,000 active;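 active means inhibition exceeding the mean over every tested compound plus 3 SD, cut at about 30% in these data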;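 further: 0% = plate median of compound wells and 100% = S159A mutant with DMSO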
Target sequence (Q8VD66 whole entry, looked up): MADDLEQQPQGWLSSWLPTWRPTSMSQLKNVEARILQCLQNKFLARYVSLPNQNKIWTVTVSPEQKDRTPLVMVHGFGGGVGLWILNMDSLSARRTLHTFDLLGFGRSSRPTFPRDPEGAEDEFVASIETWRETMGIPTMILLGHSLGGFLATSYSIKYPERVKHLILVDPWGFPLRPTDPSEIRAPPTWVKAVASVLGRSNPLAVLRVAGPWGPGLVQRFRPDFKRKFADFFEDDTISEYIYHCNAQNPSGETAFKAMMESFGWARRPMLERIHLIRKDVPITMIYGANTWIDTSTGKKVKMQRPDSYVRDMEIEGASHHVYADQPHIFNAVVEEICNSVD
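Assay system: Wild-type mouse ABHD4 protein | Medium: HEPES pH 7.0 buffer, 150 mM NaCl, 0.01% Pluronic F-127 | Incubation: Enzyme–compound pre-incubation 45 min, then probe 60 min, both 25 °C | Technique: Fluorescence polarization with parallel and perpendicular emission, 525/598 nm | Evaluation: % inhibition of FP-Rh probe binding versus controls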
LEDGF integ inh: blocks HIV-1 LEDGF/p75-dependent DNA integration | TR-FRET IN-LEDGF/p75 DNA integration, Eu/Cy5 | inhibition, % at 3.7 µM | 0.64% of 370,000 active | AID 743269;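 active means inhibition above the screen-wide mean plus 3 SD, cut at about 13% in these data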;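 further: signal is the Cy5 over europium emission ratio at 671 and 618 nm; 0% = plate median of compound wells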
NR1D1 modulator: Rev-erb alpha (human) modulation; Rev-erbα–FITC-DNA binding, fluorescence polarization, 90 min; activity, % at 10 µM; 0.79% of 370,000 active;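 active means activity above about 14%, limit read from the data; passing the limit was not always enough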;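 further: 0% = DMSO wells with 35 nM protein and 100% = DMSO wells with 750 nM protein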
Target sequence (P20393 whole entry, looked up): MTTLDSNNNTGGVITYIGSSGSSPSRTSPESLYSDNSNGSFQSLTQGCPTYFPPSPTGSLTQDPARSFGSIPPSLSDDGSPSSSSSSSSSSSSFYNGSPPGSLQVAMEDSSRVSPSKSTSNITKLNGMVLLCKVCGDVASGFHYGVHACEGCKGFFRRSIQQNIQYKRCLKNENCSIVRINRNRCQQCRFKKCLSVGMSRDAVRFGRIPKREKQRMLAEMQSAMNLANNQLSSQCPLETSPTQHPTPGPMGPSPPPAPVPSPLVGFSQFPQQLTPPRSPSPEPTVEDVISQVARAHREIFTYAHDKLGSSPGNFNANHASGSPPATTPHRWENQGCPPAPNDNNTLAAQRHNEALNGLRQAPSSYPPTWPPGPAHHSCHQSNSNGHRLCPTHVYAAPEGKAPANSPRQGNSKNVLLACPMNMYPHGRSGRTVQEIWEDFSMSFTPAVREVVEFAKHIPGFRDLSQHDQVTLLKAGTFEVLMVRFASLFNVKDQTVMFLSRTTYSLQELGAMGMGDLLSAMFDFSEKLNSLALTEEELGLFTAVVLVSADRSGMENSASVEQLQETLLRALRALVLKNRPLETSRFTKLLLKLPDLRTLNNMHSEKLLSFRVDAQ
TCR CD3 inh: inhibitors of human TCR-CD3 interaction; TAMRA-labeled TCR probe fluorescence, biochemical; inhibition, % at 9.4 µM; 0.37% of 360,000 active; AID 651800; in the data active means inhibition above about 19%;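 further: recombinant mutant TCR 2C K166C tagged with TAMRA read by polarization; 0% = receptor in buffer alone and 100% = receptor with positive control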
PRMT1 inh: PRMT1 (human) inhibition, primary screen; recombinant PRMT1, activity-based probe fluorescence polarization; Q99873; 1.3% of 370,000 active; inhibition, % at 2.79 µM;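 active means inhibition above about 21% made by adding two undisclosed values, limit read from the data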
HTRA1 inh: inhibitors of human serine peptidase HTRA1 | Q92743 | recombinant HTRA1, FP-rhodamine activity-based probe, fluorescence polarization | inhibition, % at 5.96 µM | 0.5% of 340,000 active; in the data active means inhibition above about 36%;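 further: 0% = enzyme with DMSO and 100% = wells lacking enzyme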
rCAG RNA binder: r(CAG) repeat RNA binding; TO-PRO-1 dye displacement fluorescence; inhibition, % at 3 µM; 1.3% of 370,000 active; AID 651821;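 active means inhibition above the plate cutoff, the mean of all test compounds on that plate plus 3 SD, cut at about 35% in these data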;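 further: 0% = DMSO alone and 100% = 100 µM mitoxantrone as full dye displacement; higher means more dye released from RNA so lower well fluorescence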
PG9 binder: binds the HIV-1 gp120 antibody PG9; inhibition, % at 6.7 µM; 0.43% of 360,000 active; TR-FRET gp120-PG9 antibody binding; AID 624416; in the data active means inhibition above about 8.5%
SIAE inh: inhibitors of human sialic acid acetylesterase SIAE | Q9HAT2 | SIAE FP-Rh probe binding, fluorescence polarization | inhibition, % at 9.66 µM | 0.69% of 370,000 active | AID 1053197;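 active means inhibition above a cutoff: mean of compounds within the control limits plus 3 SD of those, cut at about 17% in these data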;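 further: 0% = plate median of compound wells and 100% = probe without SIAE protein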
* marks the source's active call; other numbers are inactive results; . = not tested or not shown.

SMILES | TDP2 absorb | ABHD4 inh | LEDGF integ inh | NR1D1 modulator | TCR CD3 inh | PRMT1 inh | HTRA1 inh | rCAG RNA binder | PG9 binder | SIAE inh
COc1cccc(CNc2nc3cc(-c4ccc(F)cc4)sc3c(=O)n2C)c1OC | 2.2 | -15.2 | 6.1 | 0.1 | 0.6 | 1.3 | . | 7.7 | 0.8 | -9.7
Cc1cccc(NS(=O)(=O)c2ccc(-c3cnc(C4CC4)o3)cc2)c1 | -3.1 | -6.7 | 2.6 | 2.7 | 5.4 | -0.8 | -29.1 | 2.3 | 1.1 | -4.7
Cc1ccc(S(=O)(=O)Nc2cccc(-c3ccc(N4CCCCCC4)nn3)c2)c(C)c1 | 6.5 | -50.9 | -0.4 | 3.3 | -6.5 | 3.5 | -48.0 | 11.2 | -0.8 | -40.1
COc1ccccc1N=Cc1nc(-c2ccccc2)oc1OC(C)=O | -2.8 | 0.8 | -0.9 | -1.1 | -3.4 | 0.9 | 11.9 | 4.4 | 1.1 | 4.9
C[C@H](CO)N1C[C@H](C)[C@@H](CN(C)Cc2cccnc2)OCc2cnnn2CCCC1=O | 0.7 | 2.7 | -8.3 | -0.4 | -7.9 | -0.5 | 5.6 | 3.2 | -0.7 | 2.3
COc1ccc(S(=O)(=O)NCC2CCCN(C(=O)C3CCCC3)C2)cc1 (stereo unspecified) | 1.8 | -0.2 | -5.3 | -4.9 | -5.8 | 4.9 | -3.9 | -4.6 | 1.2 | -4.4
CN(C(=S)Oc1ccc(C(=O)Nc2ccccc2)cc1)c1ccccc1 | 3.9 | -39.8 | -0.8 | -3.4 | -2.6 | 1.1 | -55.0 | 0.7 | -0.8 | -11.4
CN(Cc1ccco1)S(=O)(=O)c1ccc(CN2C(=O)c3cccnc3C2=O)s1 | 0.7 | 3.3 | -5.5 | -0.9 | -6.7 | -0.1 | 5.4 | -0.1 | 1.0 | 0.7
COC(=O)Nc1ccc(S(=O)(=O)Nc2ccccc2F)cc1 | -2.3 | -4.2 | -1.5 | 0.5 | 7.5 | 0.7 | -4.0 | 3.6 | -1.7 | 1.0
COC(=O)c1cc(-c2ccc(S(=O)(=O)N3CCCC(C)C3)cc2)c(C(F)(F)F)s1 (stereo unspecified) | -18.3 | 11.5 | 5.2 | -5.1 | 3.7 | -8.3 | -5.1 | 4.8 | 0.9 | -2.0
CCN(CCO)Cc1cc(=O)oc2c(C)c(C)ccc12 | 7.4 | -0.9 | -2.9 | -0.5 | 2.4 | -1.9 | 3.5 | -0.8 | 0.5 | -1.3
CCC(C)NS(=O)(=O)c1ccc(OC)c(Cl)c1Cl (stereo unspecified) | -3.5 | -4.2 | -1.8 | 2.7 | -5.0 | 1.2 | -1.5 | 3.1 | 1.7 | -7.1
CCN1CCN(C(C)CCc2ccccc2)CC1 (stereo unspecified) | 5.2 | 1.2 | 2.2 | -1.7 | -3.4 | -3.8 | 2.7 | -0.2 | -1.2 | 9.4
CCOC(=O)C1(Cc2ccccc2)CCN(CC2CC=CCC2)CC1 (stereo unspecified) | 7.2 | 2.2 | -3.8 | 10.7 | 0.8 | -1.0 | 0.2 | -7.5 | -1.4 | 5.5
Cc1cc(=O)oc2c(C)c3occc3cc12 | -8.3 | 2.5 | -1.5 | -3.8 | 2.0 | -2.2 | -6.1 | -0.1 | 0.5 | 1.5
CC(C)C[C@@H]1CN=C(N)N1C[C@@H]1CCCN1C[C@H](C)N1C[C@@H](Cc2ccccc2)N(CCCC2CCCC2)C1=N | 3.5 | 26.0 | -1.8 | -1.8 | 2.3 | 4.9 | -0.8 | 12.9 | 0.8 | 1.5
Cc1ccc2c(CC(=O)NCc3cccs3)coc2c1 | -4.3 | -4.2 | 4.5 | 2.7 | -4.3 | -0.5 | -5.2 | -2.5 | -3.1 | 2.5
Cc1cc2c(cc1S(=O)(=O)NCCc1ccccc1)NC(=O)CO2 | -5.2 | 2.0 | 1.5 | 3.0 | 3.5 | 1.2 | -0.7 | -2.0 | -0.3 | -9.8
O=C(COc1ccc2ccccc2c1)N1CCN(c2ccccc2O)CC1 | 5.0 | -3.0 | 2.1 | -1.1 | 4.8 | -1.5 | -4.5 | -3.9 | -1.8 | 15.7
Cc1ccc(S(=O)(=O)N2c3ccccc3OCC2C(C)(C)C)cc1 (stereo unspecified) | -2.2 | -5.2 | -0.2 | 1.1 | 6.5 | 0.0 | -16.6 | 0.9 | -1.7 | -4.1
COc1cc(/C=C2\SC(=S)N(Nc3ccccc3)C2=O)cc(OC)c1OC | -2.6 | 33.3* | -3.0 | -7.5 | -0.8 | 8.0 | -11.1 | 7.6 | -1.5 | 1.5
COCCOC(=O)C1=C(C)OC(N)=C(C#N)C1c1ccco1 (stereo unspecified) | 8.1 | 8.0 | 1.1 | -2.6 | -0.1 | 0.3 | 2.4 | 1.4 | -1.9 | 3.8
Cc1cc(C)n(-c2nc3nonc3nc2Nc2cccc(C)c2C)n1 | 1.6 | -1.6 | 0.4 | -3.3 | 7.4 | 0.2 | -4.2 | 3.2 | -1.4 | -6.0
O=c1c2ccccc2nnn1CSc1nnc(-c2ccco2)o1 | -9.7 | 0.6 | -2.5 | 2.5 | 9.3 | 0.4 | 16.1 | -1.8 | -1.3 | -2.5
CCCCCCCCC(=O)N/N=C/c1ccccn1 | -11.0 | -0.2 | -1.7 | 1.1 | 5.0 | 1.3 | -0.6 | -6.6 | -1.3 | -2.2
CCOC(=O)C1(CCCc2ccccc2)CCN(C(=O)Cn2nc(C)nc2C)CC1 | -8.6 | -2.9 | -0.7 | 2.6 | 2.7 | 0.1 | 11.1 | -11.3 | -1.8 | -0.8
Cc1nc(NC(=O)/C=C/c2ccccc2)sc1C(=O)NCCO | 13.5 | 0.2 | -0.8 | -0.4 | -0.4 | -2.6 | 4.9 | 0.2 | -0.9 | 2.3
C[C@H](CO)N1C[C@H](C)[C@@H](CN(C)C(=O)NC2CCCCC2)Oc2c(NC(=O)C3CC3)cccc2C1=O | -11.2 | -5.2 | 0.2 | -4.5 | -3.9 | 2.7 | -0.2 | 2.9 | 1.2 | 1.5
Cc1ccc(C(=O)NC(O)C(Cl)Cl)cc1 (stereo unspecified) | 8.7 | 4.5 | 0.4 | 5.5 | -6.7 | 1.4 | 6.4 | -1.1 | 0.5 | 2.1
Cc1ccc(CN2CCN(CCCn3cnc4c(OCc5ccccc5)ncnc43)CC2)cc1 | 8.9 | -0.3 | -4.5 | -7.6 | 5.3 | -0.2 | -8.5 | 0.9 | -0.4 | 4.7

By substructure: those above containing a Cl atom
SMILES | TDP2 absorb | ABHD4 inh | LEDGF integ inh | NR1D1 modulator | TCR CD3 inh | PRMT1 inh | HTRA1 inh | rCAG RNA binder | PG9 binder | SIAE inh
CCC(C)NS(=O)(=O)c1ccc(OC)c(Cl)c1Cl (stereo unspecified) | -3.5 | -4.2 | -1.8 | 2.7 | -5.0 | 1.2 | -1.5 | 3.1 | 1.7 | -7.1
Cc1ccc(C(=O)NC(O)C(Cl)Cl)cc1 (stereo unspecified) | 8.7 | 4.5 | 0.4 | 5.5 | -6.7 | 1.4 | 6.4 | -1.1 | 0.5 | 2.1

(list continues)
SMILES | TDP2 absorb | ABHD4 inh | LEDGF integ inh | NR1D1 modulator | TCR CD3 inh | PRMT1 inh | HTRA1 inh | rCAG RNA binder | PG9 binder | SIAE inh
CCN(CC(=O)Nc1c(F)cccc1F)C(=O)c1nc2nc(C)cc(C)n2n1 | -7.6 | -2.7 | 0.6 | 1.8 | -1.1 | 1.9 | -3.5 | -1.1 | 2.0 | -3.9
COCCCN1C(=O)C(=O)/C(=C(/O)c2ccc(OCC(C)C)cc2)C1c1cccnc1 (stereo unspecified) | -9.5 | -2.1 | -0.2 | 1.3 | 0.9 | 2.1 | 1.3 | 0.7 | 0.8 | -4.5
O=C(NCCS(=O)(=O)c1ccc(Br)cc1)c1ccc(F)cc1 | -0.4 | 0.3 | 2.5 | -1.6 | 9.9 | -2.8 | -0.6 | -4.3 | -1.7 | -3.9
Cc1ccc(Br)cc1S(=O)(=O)Nc1cccnc1 | 8.5 | -0.8 | 11.3 | -6.8 | 0.3 | -0.7 | -18.7 | 0.1 | 0.0 | 9.1
Cc1ccccc1C(=O)NC1CCN(CC(=O)Nc2c(C)cccc2C)CC1 | -1.1 | 3.9 | -1.7 | 3.1 | 8.9 | 0.1 | -4.6 | -3.4 | 0.1 | 2.8
Cc1cccc(OCC(=O)Nc2ccc(NC(=O)c3ccco3)c(C)c2)c1 | -13.6 | 5.4 | -10.2 | 5.0 | -3.0 | 6.9 | -1.9 | -3.8 | -1.2 | 4.1
O=C(O)c1nccnc1C(=O)Nc1ccccc1N1CCOCC1 | 11.0 | 2.5 | -4.5 | -2.6 | -10.5 | 3.2 | 1.6 | -3.0 | -1.4 | 1.6
O=S(=O)(NCc1csc(-c2cccnc2)n1)c1ccc(Cl)s1 | 3.4 | 7.9 | 2.6 | 1.8 | -2.5 | 3.5 | 2.3 | 6.5 | 0.0 | -7.8
O=C(/C=C/c1ccc(Br)cc1)NC(=O)c1ccccc1O | -8.9 | -9.7 | 1.5 | -4.3 | -2.3 | 1.6 | 14.4 | 27.4 | -3.3 | -6.2
Cc1cc(C)n(C2CCCCC2OC(=O)c2ccccc2)n1 (stereo unspecified) | 3.1 | -4.5 | -1.7 | 4.3 | 10.6 | -1.7 | 6.8 | -5.7 | 0.0 | 3.7
Cc1ccc2nc(SC(C)C(=O)N3CCCCC3)[nH]c2c1 (stereo unspecified) | 12.4 | 3.5 | 4.2 | 9.5 | -2.5 | -4.8 | -3.0 | -4.9 | -2.1 | -0.6
Cc1ccc2oc(C(=O)NCC(c3ccco3)N3CCCC3)c(C)c2c1 (stereo unspecified) | 11.4 | -1.5 | 2.6 | -5.5 | 7.2 | -1.3 | -4.8 | -6.1 | -2.1 | 0.3
CCN(C(=O)CSc1nnc(COc2ccccc2F)n1N)c1c(N)n(Cc2ccccc2)c(=O)[nH]c1=O | -13.9 | 1.6 | 0.9 | -1.3 | -2.2 | 0.0 | -6.6 | -0.7 | -0.5 | 9.2
COc1cc(NC(=S)NCc2cccnc2)cc(OC)c1OC | -8.7 | 3.4 | -0.6 | 0.1 | -1.9 | -2.0 | 0.1 | -1.0 | -1.8 | 8.8
Cc1ccccc1S(=O)(=O)N(C)C[C@@H]1OCc2cn(nn2)CCCC(=O)N([C@@H](C)CO)C[C@H]1C | 6.3 | 4.6 | 3.2 | 3.4 | 11.1 | -0.5 | . | 2.0 | -0.2 | -0.7
COc1ccc2c(c1)CC/C(=C\c1ccc(C)o1)C2=O | -16.7 | 15.5 | 2.0 | -2.3 | -4.3 | 38.5* | -6.6 | 7.8 | -2.3 | 2.5
COCCNC(=O)CSc1nc2ccccc2c(=O)n1CCC(=O)NCCc1ccc(OC)c(OC)c1 | -15.3 | -3.6 | -2.2 | 1.5 | -3.5 | 7.4 | 0.0 | -6.8 | 1.2 | -31.2
CCCCCCSc1cc(C)nc2ncnn12 | -1.8 | 0.4 | -4.9 | -1.6 | -8.3 | 4.3 | -0.9 | -1.8 | -0.8 | -1.2
CSc1ccccc1NC(=O)CN1CC(C)OC(C)C1 (stereo unspecified) | -5.4 | -0.3 | -5.1 | . | 0.7 | 4.1 | 0.7 | -6.8 | 0.1 | -2.5

Not all compounds are listed; rates above refer to the full screens.
